UPR CHOP act: apoptotic UPR (CHOP) activation; CHO-CHOP luciferase reporter, luminescence; percent of tunicamycin response over DMSO baseline; activation, % at 10 µM; actives 0.34% (n = 330,000);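 active means at 10 µM dose, activation of 40% or more, normalized to positive control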;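 further: 100% = tunicamycin at 10 µg/mL and 0% = DMSO alone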
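System: CHO CHOP reporter cells. Amount: 500 cells per well. Buffer or medium: F12 medium, 10% FBS. Compound dosing: one dose, 10 µM in 0.5% DMSO. Incubation: 6 h compound exposure at 37 °C after overnight seeding. Technique: Steady-Glo luciferase luminescence. Benchmarks: tunicamycin and DMSO controls.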
tim23-1 inh: tim23-1 yeast growth inhibition; inhibition, % at 20 µM; S. cerevisiae tim23-1 growth, BacTiter-Glo luminescence, 24 h; AID 463212; actives 1.3% (n = 330,000);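 active means growth inhibition of the mutant yeast at or above 50%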;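 further: temperature-sensitive mutant grown at 25 °C; plate controls were DMSO-treated mutant yeast for no effect and medium wells lacking yeast for full effect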
Mdm2-MdmX inh: inhibitors of human Mdm2/MdmX interaction; actives 3% (n = 330,000); inhibition, % at 8 µM; O15151+Q00987; SaOS-2 split-luciferase Mdm2/MdmX complementation, luminescence;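 active means inhibition of at least 50% at 8 µM in the primary screen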
EBI2 antag: EBI2 (human) antagonism | P32249 | EBI2 beta-arrestin recruitment, luminescence, 7a,25-OHC stimulated | inhibition, % at 5 µM | actives 0.81% (n = 360,000) | AID 651636; in the data active means inhibition above about 38%;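 further: enzyme fragment complementation signal reports receptor beta-arrestin coupling in cells; 0% = agonist plus DMSO wells and 100% = wells without agonist; some results beyond the cut were filed as inactive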
Target sequence (P32249 whole entry, looked up, the tested form may be a part): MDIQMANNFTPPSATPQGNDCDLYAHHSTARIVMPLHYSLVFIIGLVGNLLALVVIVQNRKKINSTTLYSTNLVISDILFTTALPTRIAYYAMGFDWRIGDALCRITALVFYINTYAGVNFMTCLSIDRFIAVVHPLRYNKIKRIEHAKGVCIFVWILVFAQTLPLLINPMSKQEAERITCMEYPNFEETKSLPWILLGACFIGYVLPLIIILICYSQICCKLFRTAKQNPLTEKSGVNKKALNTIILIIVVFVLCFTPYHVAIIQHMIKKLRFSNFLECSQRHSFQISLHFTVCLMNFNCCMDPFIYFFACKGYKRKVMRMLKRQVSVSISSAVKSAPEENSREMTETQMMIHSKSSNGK
APJ agonist: activates the human apelin receptor APJ; P35414; CHO-K1 APJ PathHunter beta-arrestin, luminescence; 0% DMSO wells, 100% apelin; activation, % at 20 µM; actives 0.11% (n = 330,000);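 active means activation more than six SD over the plate average, tested at 20 µM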;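 further: 0% = DMSO alone and 100% = apelin-13 at 10 nM; some results filed as inactive read as strong as hits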
Target sequence (P35414 whole entry, looked up): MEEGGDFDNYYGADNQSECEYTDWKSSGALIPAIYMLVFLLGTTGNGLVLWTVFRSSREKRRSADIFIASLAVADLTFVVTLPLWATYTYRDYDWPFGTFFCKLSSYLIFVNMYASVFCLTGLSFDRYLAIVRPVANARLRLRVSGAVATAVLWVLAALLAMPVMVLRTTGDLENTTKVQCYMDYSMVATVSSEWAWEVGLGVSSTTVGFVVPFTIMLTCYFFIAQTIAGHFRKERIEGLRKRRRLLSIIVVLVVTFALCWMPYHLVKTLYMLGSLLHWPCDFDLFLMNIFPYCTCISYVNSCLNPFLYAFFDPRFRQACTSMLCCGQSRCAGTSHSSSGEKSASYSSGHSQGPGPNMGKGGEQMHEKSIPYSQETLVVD
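Test system: CHO-K1 APJ beta-arrestin complementation cell line | Compound: Single test compound dose, 20 µM final, 1% DMSO | Incubation: Compound 90 min 25 °C, reagent 1 h | Measured by: beta-gal luminescence | Read-out basis: APJ–arrestin association signal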
CCR6 antag: blocks CCL20-driven beta-arrestin recruitment at human CCR6; CHO-K1 CCR6 PathHunter beta-arrestin, luminescence, CCL20-stimulated; actives 0.49% (n = 340,000); AID 493098; inhibition, % at 20 µM;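 active means compounds whose inhibition of the agonist-driven luminescence signal at 20 µM reaches about 50%, limit read from the data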;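 further: cells stimulated with CCL20 at 14 nM final; plate controls were DMSO with CCL20 for no effect and DMSO without agonist for full effect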
APJ antagonist: blocks the human apelin receptor APJ | P35414 | CHO-K1 APJ beta-arrestin complementation, luminescence | inhibition, % at 20 µM | actives 0.32% (n = 330,000);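 active means inhibition above about 40% at 20 µM, limit read from the data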;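 further: cells challenged with 10 nM apelin-13 agonist together with compound; plate controls were apelin-13 plus DMSO wells for no effect and DMSO wells lacking apelin-13 for full effect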
CXCR6 block: blocks human CXCR6 beta-arrestin recruitment. CHO-K1 PathHunter CXCR6 beta-arrestin, luminescence. inhibition, % at 20 µM. actives 0.36% (n = 360,000). AID 602244. O00574; in the data active means inhibition above about 34%, passing the limit was not always enough;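 further: antagonist mode with CXCL16 agonist at 10 nM final; 0% = 10 nM CXCL16 with DMSO and 100% = unstimulated wells without agonist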
Target sequence (O00574 whole entry, looked up): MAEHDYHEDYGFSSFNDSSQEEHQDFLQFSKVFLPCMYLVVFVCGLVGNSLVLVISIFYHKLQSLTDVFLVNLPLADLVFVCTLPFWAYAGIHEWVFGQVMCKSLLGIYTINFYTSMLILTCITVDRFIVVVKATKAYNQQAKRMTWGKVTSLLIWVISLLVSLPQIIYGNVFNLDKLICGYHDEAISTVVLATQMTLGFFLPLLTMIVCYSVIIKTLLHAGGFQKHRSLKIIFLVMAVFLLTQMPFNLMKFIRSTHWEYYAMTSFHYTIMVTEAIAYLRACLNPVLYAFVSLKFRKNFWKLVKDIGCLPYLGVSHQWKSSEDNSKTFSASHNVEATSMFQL
UPR XBP1 act: adaptive UPR (XBP1) activation; activation, % at 20 µM; actives 0.33% (n = 330,000); CHO-XBP1 luciferase reporter, IRE1-XBP1 UPR activation, luminescence; percent of tunicamycin response, DMSO as zero;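 active means versus positive control, 20 µM dose yields 30% or more activation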;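 further: 100% = tunicamycin at 10 µg/mL and 0% = DMSO only wells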
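Assay system: IRE1-XBP1 luciferase reporter CHO line. Input: 1000 cells/well. Buffer or medium: F12 with 10% serum. Doses: 20 µM, 1% DMSO. Times: overnight seeding at 37 °C, 6 h compound treatment at 37 °C. Technique: Steady-Glo luciferase glow luminescence, 10 min after reagent addition.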
* hit, by the source's call. The list is partial, so the mix of outcomes need not match the whole.

Order of values – UPR CHOP act, tim23-1 inh, Mdm2-MdmX inh, EBI2 antag, APJ agonist, CCR6 antag, APJ antagonist, CXCR6 block, UPR XBP1 act
COc1cc(C(=O)NNC(=O)C2CSC3(C)CCC(=O)N23)cc(OC)c1OC (configuration not stated)
    0.2, -11, 0, 5, -3, 4, 1, -3, 2
Cc1ccc2c(c1)C(c1ccccc1)C(=O)O2 (configuration not stated)
    -0.6, 3, 0, -5, -4, 0, -4, -4, 3
COc1ccc(/C=C/c2c(-c3ccc(OC)cc3)oc(=O)c3cc(OC)c(OC)cc23)cc1
    -0.1, 16, -2, 21, -1, 9, 10, 8, 4
CC(=O)c1c(N2CCOCC2)nc2ccc(Br)cc2c1-c1ccccc1
    -0.2, 25, 18, 18, -5, 13, 5, -4, 7
O=[N+]([O-])c1ccc2nc(CCCO)[nH]c2c1
    1.4, 2, -7, 3, 0, 3, 2, 3, 1
CCOC(=O)c1ccccc1NC(=O)c1ccc(N(C)S(C)(=O)=O)cc1
    0.1, 14, 33, 9, -4, 17, 6, 8, -2
C#CCCC(=O)c1ccccc1/C=[N+](\[O-])c1ccccc1
    2.3, 18, -8, -17, -1, 6, 5, -5, -2
O=C(NCCc1c[nH]c2ccccc12)c1ccc(S(=O)(=O)NCc2ccco2)cc1
    -1.1, 0, 13, 16, 3, 1, -21, 8, 0
Cc1ccccc1OCc1n[nH]c(=S)n1-c1cccc(Cl)c1
    -2.8, 22, -8, 9, 0, -9, -2, 0, 2
O=c1oc2ccc(Cl)cc2nc1/C=C(\O)c1ccco1
    -0.3, 6, 5, -4, 1, 3, 17, 13, 0
C=CCn1c(SCc2ccc([N+](=O)[O-])cc2)nnc1C(C)NC(=O)c1ccccc1 (configuration not stated)
    -2.4, 19, 7, -6, -3, -8, 4, -5, -1
O=C(NCCc1cccs1)C1CC(c2cccc([N+](=O)[O-])c2)=NO1 (configuration not stated)
    1.1, 4, -5, -10, -4, 6, 14, -2, -5
Cc1ccc(C(=O)NC(=S)NCc2ccccc2)cc1Br
    1.5, -22, 24, 8, 2, 9, -10, 8, -1
CCc1nnc(NC(=O)CSc2nnc(-c3ccc(S(=O)(=O)N(CC)CC)cc3)n2CC)s1
    -1.3, 7, 7, -9, -4, -2, 2, 8, -2
S=C(NCCCN1CCOCC1)N1CCN(c2ccccc2)CC1
    1.0, -7, -19, -6, 2, 8, 20, 7, -5
c1coc(CN(Cc2cccs2)Cc2nnnn2C2CCCCC2)c1
    -1.0, 28, 2, 6, -4, 4, 4, -2, -2
COc1cccc(NC(=O)c2ccc(S(=O)(=O)N3CCCC3)cc2)c1
    0.8, 7, 4, 17, 4, 15, 14, 8, -5
Cc1ccc(NS(=O)(=O)c2c(C(=O)N3CCCCCC3)c(C)n(C)c2C)c(C)c1
    2.4, 19, -20, 8, 0, -10, 21, 7, -1
N#CC1=C(N)Oc2cc3ccccc3cc2C1c1cccs1 (configuration not stated)
    0.4, -9, 39, 1, -2, -2, 8, 1, -1
CCc1ccc(C(C)NC(=O)/C(C#N)=C\c2cn[nH]c2-c2ccccc2)cc1 (configuration not stated)
    -0.7, 49, 18, 21, -4, 4, -25, 8, -2
COc1cc(C(=O)NCCN=C2NS(=O)(=O)c3ccccc32)cc(OC)c1OC
    -0.6, 8, 9, 4, 1, 13, 22, -2, 1
Cc1ccc(S(=O)(=O)Cc2ccc(C(=O)O)o2)cc1
    -0.7, -4, 9, -10, -6, -10, 0, -2, -1
Cc1nc(-c2ccccc2)sc1C(=O)CSc1ccc(Br)cc1
    -0.6, 27, -2, -4, -4, 4, 4, 2, -3
Cc1ccccc1NC(=O)Cn1cnc2c(oc3nc4c(cc32)CCCC4)c1=O
    1.7, 7, -2, 5, 3, 5, -11, -1, 0
O=C(COc1ccc(Cl)cc1Cl)NC1CCSC1=O (configuration not stated)
    6.7, 10, -42, -10, -1, 2, -2, 0, 3
O=C(CNC(=O)c1ccco1)OCC(=O)c1ccccc1
    -0.9, -4, 4, 6, -1, -5, 3, -4, -4
Cc1[nH]n(-c2ccc([N+](=O)[O-])cc2)c(=O)c1C=NCCN1CCN(C(=O)c2cccc(F)c2)CC1
    -0.8, 38, 1, 3, -2, 18, 31, 5, -2
COc1ccccc1NC(=S)N/N=C/c1ccc(O)cc1
    6.8, 47, -202, -8, -3, 10, 15, -2, 4
NS(=O)(=O)c1ccc(CCNC(=O)C2CCN(C(=O)Nc3ccccc3)CC2)cc1
    -0.5, -8, 30, -1, -5, 2, -3, -11, -1
C=CCOc1ccc(C=Nc2ccc(Cl)cc2)c(O)c1
    2.1, 3, 4, -14, -2, -3, -4, -4, 0
C=CCC1(/C=N/O)CCOC(C)(C)C1 (configuration not stated)
    2.9, 9, 21, -10, -1, 20, -8, 0, -2
Cn1ncc(N=Cc2ccccc2O)c1C(=O)Nc1ccccc1
    -3.4, 13, 26, -1, 2, 3, -9, -8, 1
Cc1cc(C(=O)OCC(=O)NCCCN2CCCC2=O)c2ccccc2n1
    -0.3, -3, 10, -2, 1, 6, 14, -3, -1
O=C(Nc1c(-c2ccccc2)nc2ccccn12)c1ccccc1F
    1.6, 16, -14, -10, 1, 4, 1, -2, -3
Cc1ccc2[nH]cc(C(=O)CN3CCN(c4ccccc4F)CC3)c2c1
    -2.1, -9, 25, 1, -2, 13, -10, 2, -2
CN(CC(=O)Nc1ccccc1Cl)C1CCCCC1
    -1.3, -3, 8, 10, -5, -3, 2, -14, 0
CCc1ccccc1N(C(=O)c1snc(C(N)=O)c1N)C(C(=O)NCC1CCCO1)c1ccc(N(C)C)cc1 (configuration not stated)
    -0.5, 0, 14, 27, 0, -8, 13, 10, 6
COCCn1ccc2c(OCC(=O)NCc3ccc(C)cc3)cccc2c1=O
    1.5, 3, 3, 4, 8, 9, 15, 2, 0
COc1ccccc1N1CCN(S(=O)(=O)c2ccccc2F)CC1
    -1.2, 26, -10, 3, -5, -8, -7, 6, 1
Clc1ccc(-c2c[n+](Cc3ccc(Br)cc3)c3n2CCCCC3)cc1
    -0.1, 19, 21, 1, -1, -5, 14, -1, 2
Cc1ccc(Cn2c(SCC(=O)NCC3CCCO3)nc3ccsc3c2=O)cc1 (configuration not stated)
    -0.1, 26, 17, -4, -1, -3, -5, 4, -1
CC(C)[C@H](NC(=O)C1CC(=O)N(c2ccc(F)cc2)C1)C(=O)N1CCCCC1 (some centres not stated)
    -1.6, 7, 23, -5, -1, 11, 17, -5, -3
COc1ccc(CNc2nc3c(c(=O)n(Cc4ccc(Br)cc4)c(=O)n3C)n2C)cc1
    2.4, 17, 26, 2, 6, -2, -10, -1, -4
COc1ccccc1-c1noc(CCCC(=O)NC2CCCC2)n1
    4.2, 6, -6, -2, 0, 9, 6, 10, -3
CCOC(=O)/C(=C\c1ccccc1)C(=O)c1cc(C(C)=O)c(Nc2ccccc2)s1
    139*, 39, 97*, 48*, 6, 27, 17, 11, 60*
CCCCOC(=O)Nc1nc2ccccc2s1
    4.6, 20, -117, 13, -1, 17, -8, 5, -7
COc1ccc(C(=O)Nc2nc(C)c(C)s2)cc1OC
    2.8, 0, -24, 1, -1, -26, 15, -1, 5
COC(=O)c1cc(CNC(=O)c2ccc(S(=O)(=O)N(C)c3ccccc3)cc2)ccc1OC
    -0.7, 0, 20, -8, -5, 18, -7, 3, -2
COc1ccccc1N1CCN(CC(=O)NCc2ccc(Cl)cc2)CC1
    1.8, 10, 7, 4, 1, 17, 13, 6, -3
CCC(=O)Nc1cccc(NC(=S)NC(=O)c2cc3ccccc3o2)c1
    1.2, 0, -85, 4, -4, 42, 20, 21, -5
Cc1ccc(-c2cnn3c(N4CCOCC4)cc(C)nc23)cc1
    1.9, 35, 64*, 6, -2, 9, 8, -1, -3
Cn1nnnc1Sc1ncnc2scc(-c3ccccc3Br)c12
    -0.5, 15, 70*, 25, -1, 15, -13, 10, 1
COc1c(O[C@@H]2O[C@H](CO)[C@@H](O)[C@H](O)[C@H]2O)cc2c(c1OC)-c1ccc(SC)c(=O)cc1C(NC(C)=O)CC2 (some centres not stated)
    -1.4, -1, -5, -3, 0, -9, -1, -4, -9
CCCCN(C(=O)CN1C(=O)C2CCCCC2C1=O)c1c(N)n(CCCC)c(=O)[nH]c1=O (configuration not stated)
    0.8, -1, 4, -1, -4, 8, 13, 8, -1
COc1ccc(N2C(=O)c3ccccc3NC23C(=O)N(C)c2ccccc23)cc1 (configuration not stated)
    0.0, 8, 20, -7, -3, -3, 19, -1, 0
COC(=O)c1c(C)[nH]c(C(=O)/C=C/c2ccccc2)c1C
    4.0, 16, -113, 2, 1, -2, -3, 7, -2
O=C1CC(C(=O)Nc2ccccc2)C2(CCCC2)O1 (configuration not stated)
    0.0, 23, 12, -2, 16, 1, -11, -1, 0
C=C(Cl)COc1ccc2c(C)cc(=O)oc2c1
    0.3, -2, 5, -8, -1, 4, 6, 0, 1
CCNC(=S)N(Cc1cccs1)Cc1cc2cc(OCC)ccc2[nH]c1=O
    -1.1, 4, 25, 5, -3, 17, -6, -22, -1
O=C(NCc1ccccc1)C1CCN(S(=O)(=O)N2CCCCCC2)CC1
    0.4, 13, 17, 1, -4, 2, 8, 1, 0

Next section
Order of values – UPR CHOP act, tim23-1 inh, Mdm2-MdmX inh, EBI2 antag, APJ agonist, CCR6 antag, APJ antagonist, CXCR6 block, UPR XBP1 act
COc1ccc(OC)c(S(=O)(=O)N2CCN(c3ccccn3)CC2)c1
    -2.5, 14, 15, 2, 3, 7, -6, -1, 0
CC(C)(CNC(=O)c1ccc(NS(=O)(=O)c2ccc(Br)cc2)cc1)N1CCOCC1
    1.9, 7, 42, 4, 0, 10, 20, -3, 0
Cc1cc(C(=O)COC(=O)CNC(=O)c2ccco2)c(C)n1Cc1ccco1
    1.0, 15, -5, -3, -3, 7, -9, -1, -3
COc1ccccc1CCC(=O)OCC(=O)Nc1cc(S(=O)(=O)N2CCOCC2)ccc1C
    -1.3, 2, 7, -9, -4, 11, 1, -3, -4
COc1ccc(S(=O)(=O)N2CCC(C(N)=O)(N3CCCCC3)CC2)cc1
    -1.6, -1, -5, -9, 2, 5, -3, 6, -1
CCn1c(SCC(=O)Nc2ccc(NC(=O)c3ccco3)cc2)nnc1-c1cccs1
    0.1, 6, 16, -23, 2, -17, -6, 4, 0
O=C(O)c1ccc2c(c1)C(=O)/C(=C/c1ccccc1)C2=O
    -0.7, 9, -1, -4, -2, 11, 5, 5, 0
NC(=O)c1ccc(C(F)(F)F)n(Cc2ccc(F)c(F)c2)c1=O
    1.1, 27, -2, -11, -4, 9, -12, 1, 0
Cc1c(C(=O)Nc2ccc3c(c2)OCO3)oc2ccccc12
    5.7, 35, -179, 15, 2, 6, 4, -8, 2
C=Cc1ccc(N=Cc2c(O)ccc3ccccc23)cc1
    3.5, 49, 7, 3, -1, 4, -7, -6, 0

Source: PubChem (Sanford-Burnham Center for Chemical Genomics)
